Eya2 inh: qHTS Assay for Inhibitors of the Phosphatase Activity of Eya2; Protein phosphatase EYA2 (Homo sapiens), O00167; recombinant Eya2, OMFP fluorescence dephosphorylation (OMFP is methylfluorescein phosphate); Potency, µM (series often up to 76.9 µM), without a hit: at the top dose activity, negative = inhibition, actives largely listed as inhibitors; hit rate 0.006% among 330,000; note: potency is the fitted concentration of half-maximal effect; % is set by controls: 0 for no effect and ±100 for the full control effect
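Eya2 protein (added as 0.2 uM solution) was preincubated with compound for 10 min at ambient temperature in 50 mM HEPES pH 7.5, 50 mM NaCl, 5 uM MgCl2, 0.05% BSA, 1 mM DTT. OMFP (added at 50 uM) then reacted 10 min; fluorescence read at 485/525 nm.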
BCR signal inh: qHTS Assay to Find Inhibitors of Chronic Active B-Cell Receptor Signaling; Potency, µM (highest dose often 46.1 µM), inactives show at the highest dose ratio change, negative = lower green/red ratio, most hits filed as inhibitors; ABC-DLBCL IkBa-CBG/CBR reporter, luminescence ratio, 4 h; hit rate 0.05% among 340,000; active = well fitted inhibition curve with a large enough effect in the signal ratio, with a control signal flat, not every such curve was filed as active; inconclusive = small, poorly fitted or top-dose-only effect, or effect the other way, or a change in a side signal; the % refers to the signal ratio;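 note: potency is the fitted concentration of half-maximal effect; plate controls were basal doxycycline-induced cells for no effect and cells given 10 µM MG132 for full effect; MG132 reads +100%, hits lower the ratio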
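Compounds up to 46 uM were incubated four hours with TMD8 cells whose green CBG68 luciferase is fused to IkappaBalpha; red CBR luminescence normalised the signal, and concentration-effect curves were fitted to fusion, red and ratio data.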
TSHR antag: Antagonists of the Thyroid Stimulating Hormone Receptor: HTS campaign | Thyrotropin receptor (Homo sapiens), P16473 | TSHR-expressing cells, TSH-stimulated cAMP HTRF, 2 h; active compounds read low | activity change, negative = inhibition, % at 11.5 µM | hit rate 0.2% among 330,000 | AID 504810, 2011;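 active = activity change below a set negative limit, meaning inhibition stronger than a set level, cut at about -70% in these data; inconclusive = activity change between two set negative limits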; note: % is set by controls: 0 for no effect and ±100 for the full control effect
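TSHR-expressing cells were treated with compounds, then stimulated with TSH at EC80 (4nM final) for 2 hours at 37 deg C. Cellular cAMP was measured by HTRF competition between lysate cAMP and cAMP-d2 for a cryptate-labelled anti-cAMP antibody.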
MBNL1-CUG inh: qHTS Assay for Inhibitors of MBNL1-poly(CUG) RNA binding | hit rate 0.036% among 280,000 | AID 2675, 2010 | Potency, µM (titrated, usually from 57.5 µM), for the others: at the highest dose activity change, negative = inhibition, hits mostly inhibitors | TR-FRET MBNL1-His/biotin-(CUG)12 binding, 665/545 ratio | Muscleblind-like protein 1 (Homo sapiens), Q9NR56; active = well fitted inhibition curve with a large enough effect in the signal ratio, with a control signal flat, not every such curve was filed as active; inconclusive = small, poorly fitted or top-dose-only effect, or effect the other way, or a change in a side signal; inactive = no such curve, though single readings can be large or run the other way; the % refers to the signal ratio; note: potency is the fitted concentration of half-maximal effect; % is set by controls: 0 for no effect and ±100 for the full control effect
Target sequence (Q9NR56 whole entry, looked up): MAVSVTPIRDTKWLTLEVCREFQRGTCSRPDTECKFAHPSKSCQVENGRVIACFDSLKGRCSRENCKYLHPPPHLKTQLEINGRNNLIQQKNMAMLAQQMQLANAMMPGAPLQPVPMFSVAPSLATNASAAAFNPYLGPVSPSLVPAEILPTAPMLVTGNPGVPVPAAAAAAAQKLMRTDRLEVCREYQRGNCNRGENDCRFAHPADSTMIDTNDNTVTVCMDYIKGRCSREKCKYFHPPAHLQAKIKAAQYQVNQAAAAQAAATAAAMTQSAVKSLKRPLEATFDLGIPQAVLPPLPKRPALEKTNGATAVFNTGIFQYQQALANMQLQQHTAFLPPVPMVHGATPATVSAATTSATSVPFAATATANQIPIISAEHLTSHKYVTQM
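TR-FRET readout: Ex 340 nm, 665/545 nm emission ratio, normalized to buffer-only (basal) and MBNL1-(CUG)12 controls. Complex of MBNL1-His with Biotin-(CUG)12, compounds 92 nM–58 uM, incubated 60 min at room temperature.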
Menin MLL FP TR: qHTS Assay for Inhibitors Targeting the Menin-MLL Interaction in MLL Related Leukemias: Competition With Texas Red Labeled MLL-derived Mutant Peptide | O00255 | Menin + Texas Red MLL mutant peptide, fluorescence polarization | Potency, µM (doses to about 61.6 µM), inactives show top-dose FP activity change, negative = inhibition, actives largely listed as inhibitors | hit rate 0.23% among 270,000; active = well fitted inhibition curve with a large enough effect in the polarisation, with a control signal flat, not every such curve was filed as active; inconclusive = small, poorly fitted or top-dose-only effect, or effect the other way, or a change in a side signal; inactive = no such curve, though single readings can be large or run the other way; the % refers to the polarisation; note: potency is the fitted concentration of half-maximal effect; % of control where 0% means no effect; many of its hits are not listed in these tables
USP2a block: qHTS Assay for Inhibitors of Ubiquitin-specific Protease USP2a Using CHOP2 as the Reporter; Ubiquitin carboxyl-terminal hydrolase 2 (Homo sapiens), O75604; USP2 core, Ub-CHOP2 coupled fluorogenic reporter, 485/531; Potency, µM (top dose mostly 38.3 µM), for inactives: at the highest dose activity change, negative = inhibition, usual class: inhibitors; hit rate 0.01% among 330,000; AID 463254, 2010;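 note: potency is the fitted concentration of half-maximal effect; plate controls were DMSO wells for no effect and full inhibition by NEM control for full effect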
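USP2 core (10nM final) preincubated 30min RT with compound in 20mM Tris-HCl pH 8.0, 2mM CaCl2, 2mM beta-mercaptoethanol, 0.05% CHAPS; 25nM Ub-CHOP2 plus 25nM reporter substrate added, fluorescence (Ex485/Em531) read after 60min.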
Mito fusion act: qHTS Assay for Small Molecule Inhibitors of Mitochondrial Division or Activators of Mitochondrial Fusion; S. cerevisiae fusion-defective mutant growth rescue, CellTiterGlo 48 h; Potency, µM (highest dose often 46.1 µM), for inactives: at the highest dose growth rescue (activation), actives largely listed as activators; hit rate 0.23% among 320,000; AID 485298, 2010;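 note: potency is the fitted concentration of half-maximal effect; % of control where 0% means no effect; nearly all actives have a fitted effect of over 45% in size; temperature-sensitive fusion mutants such as fzo1-1 at 37 °C on non-fermentable ethanol glycerol medium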
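Luminescent cell viability in 1536-well qHTS format served as the measure of rescued growth in ts fusion-mutant S. cerevisiae cultured on non-fermentable YPEG for 48 hours at 37C.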
hERG WT inh: qHTS for Inhibitors of KCHN2 3.1: Wildtype qHTS; Voltage-gated inwardly rectifying potassium channel KCNH2 (Homo sapiens), Q12809; U2OS, BacMam KCNH2, thallium flux FluxOr; active compounds read low; activity change, % at 1.84 µM; hit rate 0.37% among 340,000; AID 720551, 2013;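 active = maximum activity change below -70%; inconclusive = maximum activity change between -70% and -50%; inactive = maximum activity change above -50%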; note: % is set by controls: 0 for no effect and ±100 for the full control effect
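U2OS cells were transduced with wild-type KCNH2 virus (2.03 x 10^8 / mL) for 4 h at room temperature, then cultured overnight at 37 C. Thallium flux was read with FluxOr dye. Rate constants were normalized to DMSO controls.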
GALK inhibitor: qHTS Assay for Inhibitors of Human Galactokinase (GALK); P51570; Purified GALK, Kinase-Glo residual ATP luminescence; Potency, µM (top dose mostly 57.5 µM), without a hit: at the highest dose activity change, negative = inhibition, usual class: inhibitors; hit rate 0.007% among 270,000; AID 1868, 2009; note: potency is the fitted concentration of half-maximal effect; % is set by controls: 0 for no effect and ±100 for the full control effect
Target sequence (P51570 whole entry, looked up): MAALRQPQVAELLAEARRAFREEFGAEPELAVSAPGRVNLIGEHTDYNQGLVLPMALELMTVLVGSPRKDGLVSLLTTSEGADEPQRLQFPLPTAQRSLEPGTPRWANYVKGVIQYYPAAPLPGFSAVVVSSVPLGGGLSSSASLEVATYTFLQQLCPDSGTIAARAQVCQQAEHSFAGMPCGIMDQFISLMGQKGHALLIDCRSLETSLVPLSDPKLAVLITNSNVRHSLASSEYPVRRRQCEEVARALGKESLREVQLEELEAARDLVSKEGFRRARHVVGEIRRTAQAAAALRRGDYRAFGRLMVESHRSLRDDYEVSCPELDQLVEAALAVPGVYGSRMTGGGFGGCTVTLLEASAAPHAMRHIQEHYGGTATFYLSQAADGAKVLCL
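Compounds were pin-transferred into ATP buffer (35 uM final), then GALK plus galactose (5 nM, 100 uM final) was added. After 1 h at room temperature, Kinase-Glo Plus was added and luminescence read after 10 min.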
S-ASM inh: Inhibitors of Secretory Acid Sphingomyelinase (S-ASM): qHTS | hit rate 0.006% among 340,000 | Sphingomyelin phosphodiesterase (Homo sapiens), P17405 | placental ASM, HMU-PC fluorogenic substrate, 60 min | Potency, µM (highest dose often 57.5 µM), inactives show at the top dose activity change, negative = inhibition, hits mostly inhibitors | AID 504937, 2011; note: potency is the fitted concentration of half-maximal effect
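HMU-PC0 cleavage (9 uM final) by human placental ASM, 60 min at 37 °C following 10 min compound exposure at RT; stopped at pH 10, fluorescence Ex 386/Em 447 nm.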
PKM2 act: qHTS Assay for Activators of Human Muscle isoform 2 Pyruvate Kinase; Pyruvate kinase PKM (Homo sapiens), P14618; purified PKM2, Kinase-Glo ATP luminescence, activation; response scale: 0% is enzyme alone, no compound; Potency, µM (titrated, usually from 57.5 µM), without a hit: top-dose activation, hits mostly activators; hit rate 0.34% among 260,000; note: potency is the fitted concentration of half-maximal effect; % is set by controls: 0 for no effect and ±100 for the full control effect; nearly all actives have a fitted effect of over 55% in size
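ATP formation by purified human PK-M2, quantified via coupled luciferase luminescence after 1 h at room temperature with 0.1 mM ADP and 0.5 mM PEP final.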
Numbers without * were called inactive; u = inconclusive; x = no result given; [ ] = dose if it differs, or a comment. Unless noted, calls come from the whole dose curve; as a rule, active = well fitted curve in the direction sought with a large enough effect; inconclusive = small, poorly fitted or top-dose-only effect, or another doubt; inactive = no such curve, though single readings can be large; an effect the other way counts as inactive or inconclusive.

SMILES	Eya2 inh	BCR signal inh	TSHR antag	MBNL1-CUG inh	Menin MLL FP TR	USP2a block	Mito fusion act	hERG WT inh	GALK inhibitor	S-ASM inh	PKM2 act
Cc1ccc(/C=C2/SC(=S)N(c3ccc(S(=O)(=O)Nc4nccs4)cc3)C2=O)cc1	-4%	u	-15	-15%	x	u	-1%	-3	3%	-16%	u
OCCC1CN(CC#Cc2ccccc2)CCN1Cc1ccccc1F (configuration not stated)	8%	-7%	1	1%	u	2%	0%	-7	0%	-2%	1%
CC(C)N(Cc1ccccc1)S(=O)(=O)c1ccc2c(c1)NC(=O)CO2	7%	2%	-2	2%	x	-1%	2%	-6	-7%	-2%	x
CCc1ccc2[nH]c(=O)c(CN(Cc3ccccc3OC)C(=O)Nc3ccccc3OC)cc2c1	-3%	26%	4	1%	-1%	5%	1%	4	1%	-3%	10%
CC(=O)Cc1cc(O)c2ccccc2c1OC(=O)c1ccc(Br)cc1	-7%	u	-3	x	x	3%	-1%	-5	-2%	-19%	-1%
CC(C)CN(C(=O)CSc1ncnc2ccccc12)C1CCS(=O)(=O)C1 (configuration not stated)	19%	-14%	2	x	x	-1%	0%	11	x	4%	x
Cc1ccc(C)n1-n1cnc2sc(-c3ccccc3)cc2c1=O	-34%	u	-16	14%	0%	2%	21%	17	4%	-9%	-3%
CC(C)Sc1nnc(NC(=O)c2ccc3c(c2)OCO3)s1	-8%	-4%	-4	0%	x	1%	0%	-43	2%	7%	-6%
O=C(NNS(=O)(=O)c1ccccc1)c1cc2cc3ccccc3nc2s1	-8%	u	40	u	-2%	2%	-1%	-17	-2%	-9%	2%
Cc1ccc(S(=O)(=O)Nc2ccc(C(=O)N3CCN(c4ccccc4O)CC3)cc2)cc1[N+](=O)[O-]	9%	u	11	x	x	-11%	u	-3	x	x	x
COc1ccccc1C(=O)Nc1ccc2c(c1)CN(Cc1cnc(C)s1)CC2	0%	u	-12	6%	x	1%	-3%	-3	6%	9%	-18%
CSCCC1(C(=O)O)NC(c2ccccc2O)C2C(=O)N(C(C)C)C(=O)C21 (configuration not stated)	15%	u	6	2%	12%	2%	2%	-3	1%	5%	-7%
O=C(c1sc2ccccc2c1Cl)N1CCN(CCc2ccccn2)CC1	-16%	u	1	-10%	-7%	-2%	2%	21	x	5%	4%
CCOC(=O)c1cc2nc(-c3ccco3)cc(C(F)(F)F)n2n1	4%	17%	-4	u	-9%	0%	2%	-18	2%	403%[activator]	-14%
O=C1c2ccccc2-c2n[nH]c3cccc1c23	-1%	x	2	u	u	x	-40%[inhibitor]	-10	x	58%[activator]	x
COC(=O)C1CCN(C(=O)CSc2nc3ccc(OC)cc3[nH]2)CC1	1%	u	1	x	7%	-5%	27%	4	1%	2%	1%
CC(NC(=O)C(CC(=O)OC(C)(C)C)NC(=O)OC(C)(C)C)C(N)=O (configuration not stated)	2%	0%	-3	7%	2%	0%	3%	-3	-1%	2%	3%
CCCCCCc1cc2cc(C(=O)Nc3ccc(OC)cc3)c(=O)oc2cc1O	-8%	u	25	x	5%	6%	-6%	-8	-2%	337%[activator]	6%
CC1(C)CC(=O)C(C2=NC3(CCCCC3)Cc3ccccc32)=C(O)C1	-6%	-2%	22	7%	0%	0%	9%	0	0%	-2%	0%
COc1ccc(C2C(C(=O)c3ccco3)=C(O)C(=O)N2CCOCCO)cc1OC (configuration not stated)	-3%	u	15	17%	9%	0%	-1%	-20	-1%	-2%	3%
Cn1c(SCC(=O)Nc2ccccc2)nc2ccccc2c1=O	-9%	u	10	-3%	9%	2%	0%	14	-5%	-6%	-1%
COC(CNC(=O)C1CC(=O)N(CCc2ccc(C)cc2)C1)OC (configuration not stated)	-8%	6%	-4	0%	9%	2%	2%	5	-1%	4%	x
O=C(NCCCN1CCOCC1)C(=O)NCC1OCCCN1S(=O)(=O)c1cc(F)ccc1F (configuration not stated)	6%	0%	19	-4%	x	1%	1%	3	-6%	5%	-2%
Cc1cc(NS(=O)(=O)c2ccc(NC(=O)c3oc4ccccc4c3C)cc2)no1	0%	u	-9	-3%	x	0%	2%	4	-2%	-14%	-4%
CS(=O)(=O)N(CC(=O)N1CCN(c2ccccc2)CC1)c1cccc(Br)c1	-6%	-1%	-3	-3%	-6%	0%	1%	4	-3%	0%	-2%
Cc1c(NC(=O)C(C)OC(=O)/C=C/c2ccco2)c(=O)n(-c2ccccc2)n1C (configuration not stated)	1%	0%	5	x	6%	2%	-15%	25	-1%	3%	-1%
CCC(C)C(=O)NCCc1ccc(S(N)(=O)=O)cc1 (configuration not stated)	7%	-3%	4	3%	1%	1%	-3%	-2	1%	-1%	0%
CCCc1nnc(SCC(=O)NC2CC2)n1CC	9%	-12%	7	-6%	-27%	-2%	0%	0	16%	11%	1%
CC(O)c1nc2cc([N+](=O)[O-])ccc2n1Cc1ccccc1 (configuration not stated)	4%	2%	-4	u	-7%	1%	1%	7	6%	-5%	-9%[11.5 µM]
COC(=O)c1ccc(NC(=O)c2ccc(NS(=O)(=O)c3cccc4cccnc34)cc2)cc1	11%	-18%	-6	-3%	-29%	-1%	1%	6	-6%	-4%	x
Fc1cccc(F)c1CN1CCN(c2ncccn2)CC1	16%	-4%	-3	-2%	-10%	0%	4%	-21	-3%	2%	1%

Record cards, as listed above. Order of values: Eya2 inh	BCR signal inh	TSHR antag	MBNL1-CUG inh	Menin MLL FP TR	USP2a block	Mito fusion act	hERG WT inh	GALK inhibitor	S-ASM inh	PKM2 act
CS(=O)(=O)N(CC(=O)N1CCN(c2ccccc2)CC1)c1cccc(Br)c1 is listed with -6%	-1%	-3	-3%	-6%	0%	1%	4	-3%	0%	-2%
COC(CNC(=O)C1CC(=O)N(CCc2ccc(C)cc2)C1)OC (configuration not stated) is listed with -8%	6%	-4	0%	9%	2%	2%	5	-1%	4%	x
COC(=O)c1ccc(NC(=O)c2ccc(NS(=O)(=O)c3cccc4cccnc34)cc2)cc1 is listed with 11%	-18%	-6	-3%	-29%	-1%	1%	6	-6%	-4%	x

3 entries drawn at random from those above:
SMILES	Eya2 inh	BCR signal inh	TSHR antag	MBNL1-CUG inh	Menin MLL FP TR	USP2a block	Mito fusion act	hERG WT inh	GALK inhibitor	S-ASM inh	PKM2 act
CCCc1nnc(SCC(=O)NC2CC2)n1CC	9%	-12%	7	-6%	-27%	-2%	0%	0	16%	11%	1%
COC(=O)c1ccc(NC(=O)c2ccc(NS(=O)(=O)c3cccc4cccnc34)cc2)cc1	11%	-18%	-6	-3%	-29%	-1%	1%	6	-6%	-4%	x
O=C(NCCCN1CCOCC1)C(=O)NCC1OCCCN1S(=O)(=O)c1cc(F)ccc1F (configuration not stated)	6%	0%	19	-4%	x	1%	1%	3	-6%	5%	-2%

An excerpt; count on the stated rates, not on these rows.
